CHRM4 PAM: CHRM4 positive allosteric modulation; AID 624126; activation, % at 3 µM; P08173; 360,000 tested, 0.4% active; CHO-K1 hM4/Gqi5, Fluo-8 calcium fluorescence, ACh EC20; 0% = ACh EC20, 100% = maximal ACh;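 active = activation above its plate's cutoff, the mean activation of sample wells plus 3 SD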; note: some results filed as inactive read as strong as hits
Target sequence (P08173 whole entry, looked up): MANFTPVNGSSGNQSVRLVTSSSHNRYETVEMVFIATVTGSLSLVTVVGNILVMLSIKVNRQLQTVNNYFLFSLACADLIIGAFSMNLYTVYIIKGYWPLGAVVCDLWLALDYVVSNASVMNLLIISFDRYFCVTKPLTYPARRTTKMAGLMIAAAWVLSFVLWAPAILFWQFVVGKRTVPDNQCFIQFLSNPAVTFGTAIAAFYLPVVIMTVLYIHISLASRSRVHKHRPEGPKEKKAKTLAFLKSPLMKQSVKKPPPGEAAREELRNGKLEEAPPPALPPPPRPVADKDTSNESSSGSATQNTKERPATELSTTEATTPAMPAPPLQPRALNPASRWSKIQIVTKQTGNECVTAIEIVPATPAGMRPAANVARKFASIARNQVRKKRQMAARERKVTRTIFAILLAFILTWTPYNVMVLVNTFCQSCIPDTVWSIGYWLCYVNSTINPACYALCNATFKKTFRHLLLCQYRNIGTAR
M5 PAM: CHRM5 positive allosteric modulation | 360,000 tested, 0.3% active | P08912 | activation, % at 3 µM | CHO-K1 hM5, Fluo-8 calcium, ACh EC20 PAM; 0% = ACh EC20, 100% = ACh EC100;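 active = activation above the run cutoff, the mean activation of all test compounds plus 3 SD, cut at about 18% in these data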
Target sequence (P08912 whole entry, looked up): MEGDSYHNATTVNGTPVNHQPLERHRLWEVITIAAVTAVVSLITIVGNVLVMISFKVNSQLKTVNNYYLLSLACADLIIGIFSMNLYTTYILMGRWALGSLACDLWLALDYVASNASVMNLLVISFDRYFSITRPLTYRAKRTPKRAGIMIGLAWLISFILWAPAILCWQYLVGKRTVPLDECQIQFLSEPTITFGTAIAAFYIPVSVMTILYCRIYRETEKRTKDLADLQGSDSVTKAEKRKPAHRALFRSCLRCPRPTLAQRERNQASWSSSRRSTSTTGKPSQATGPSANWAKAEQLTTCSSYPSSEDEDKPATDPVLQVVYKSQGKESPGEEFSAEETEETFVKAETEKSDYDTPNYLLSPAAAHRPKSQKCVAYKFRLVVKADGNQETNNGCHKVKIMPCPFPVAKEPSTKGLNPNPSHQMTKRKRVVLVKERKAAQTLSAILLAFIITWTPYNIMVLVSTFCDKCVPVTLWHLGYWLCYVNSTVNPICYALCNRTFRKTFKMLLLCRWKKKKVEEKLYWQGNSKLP
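Replicates: One well per compound, no replicates | System: Human M5 receptor in CHO-K1 cells | Benchmarks: Low control EC20 acetylcholine (0%), high control EC100 acetylcholine (100%) | Probe or stimulus: Acetylcholine, EC20 level | Times: Fluo-8 loading 80 min at 37 °C plus 30 min room temperature | Signal: Intracellular calcium via Fluo-8 fluorescence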
M4 antag: blocks acetylcholine activation of human M4 receptor. CHO-hM4 cells, ACh EC80, Fluo-8 calcium fluorescence. inhibition, % at 3 µM. 360,000 tested, 0.73% active. AID 624125;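 active = inhibition above its plate's cutoff, the mean inhibition of sample wells plus 3 SD, cut at about 27% in these data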;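 note: 0% = acetylcholine EC80 with DMSO and 100% = DMSO without agonist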
CHRM1 antagonist: human CHRM1 antagonism | AID 588852 | inhibition, % at 3 µM | CHO-K1 hM1, Fluo-8 calcium fluorescence, ACh EC80 antagonist | 360,000 tested, 1.3% active | P11229;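 active = percent inhibition above its own plate's cutoff, namely the mean of that plate's compound wells plus 3 SD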;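 note: peak over basal fluorescence ratio during 140 s after agonist addition; 0% = ACh EC80 plus DMSO and 100% = DMSO alone without agonist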
CRFR2-BP ag: agonists of human CRF-binding protein/CRF-R2 receptor complex | HEK293 CRF-R2/CRF-BP, calcium dye fluorescence (FLIPR); percent of saturating CRF peptide response | activation, % at 13.2 µM | 350,000 tested, 0.46% active;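 active = activation of at least 50%, plus an integration ratio under a set limit after plate pattern correction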;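 note: plate controls were neutral control wells without compound for no effect and CRF at EC100 for full effect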
M5 ag: CHRM5 agonism in calcium assay; 360,000 tested, 0.19% active; CHO-K1 hM5 cells, Fluo-8 calcium fluorescence; 0% DMSO wells, 100% maximal acetylcholine response; activation, % at 3 µM; AID 624037; P08912;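 active = activation above the run's mean over test compounds plus 3 SD, cut at about 23% in these data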;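 note: signal is peak over basal fluorescence ratio across the kinetic read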
M4 ag: CHRM4 agonism in calcium assay; P08173; CHO-K1 hM4/Gqi5, Fluo-8 calcium fluorescence; vehicle 0%, full acetylcholine response 100%; activation, % at 3 µM; 360,000 tested, 0.14% active; AID 624127;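 active = activation above the run mean over all test wells plus 3 SD, cut at about 32% in these data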;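 note: peak over basal fluorescence ratio per well then scaled between controls; 0% = DMSO wells and 100% = acetylcholine at EC100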
CHRM1 PAM: human CHRM1 positive allosteric modulation; CHO-K1 hM1, Fluo-8 calcium fluorescence, ACh EC20; 0% = ACh EC20, 100% = maximal ACh; activation, % at 3 µM; 360,000 tested, 0.088% active; AID 588819; in the data active = activation above about 19%, passing the limit was not always enough
CHRM5 antagonist: blocks acetylcholine activation of human M5 receptor; inhibition, % at 3 µM; P08912; 360,000 tested, 0.59% active; CHO-hM5 cells, Fluo-8 calcium fluorescence, ACh EC80; AID 624040;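 active = inhibition above a per-plate cutoff, the mean of that plate's test compounds plus 3 SD, cut at about 27% in these data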;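 note: 0% = acetylcholine EC80 with DMSO and 100% = DMSO without agonist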
* hit, by the source's call.

The first 5 compounds, ahead of the listing:
Screening O=C(Cn1cnc2c(cnn2-c2ccc(F)cc2)c1=O)N1CCN(c2ccccc2F)CC1 returned CHRM4 PAM 1, M5 PAM -8, M4 antag 6, CHRM1 antagonist 3, CRFR2-BP ag -0.7, M5 ag 2, M4 ag 1, CHRM1 PAM 0 and CHRM5 antagonist 2.
For CN(C)c1ccc(-c2csc(C(C)(O)c3ccc(F)c(F)c3)n2)cc1 (stereo unspecified) the results were CHRM4 PAM -9, M5 PAM -4, M4 antag 5, CHRM1 antagonist 25*, M5 ag -1, M4 ag 4, CHRM1 PAM -13 and CHRM5 antagonist 4.
Screening COc1cccc(N(CC(=O)N2CCCC2)S(C)(=O)=O)c1 returned CHRM4 PAM 2, M5 PAM 4, M4 antag 3, CHRM1 antagonist -15, CRFR2-BP ag -1.2, M5 ag -1, M4 ag 0, CHRM1 PAM 8 and CHRM5 antagonist 17.
For COc1ccc(OC)c(NC(=O)CSc2nc3[nH]c(=O)[nH]c(=O)c3s2)c1 the results were CHRM4 PAM 4, M5 PAM 1, M4 antag -5, CHRM1 antagonist -1, CRFR2-BP ag 0.6, M5 ag 4, M4 ag 1, CHRM1 PAM 9 and CHRM5 antagonist 6.
CCn1nnc(NC(=O)CSc2ccc(Cl)cc2)n1 was read as CHRM4 PAM -1, M5 PAM -4, M4 antag -2, CHRM1 antagonist 4, CRFR2-BP ag -0.1, M5 ag -2, M4 ag 0, CHRM1 PAM -6 and CHRM5 antagonist 5.

Main list, previewed entries included:
Screening O=C(Cn1cnc2c(cnn2-c2ccc(F)cc2)c1=O)N1CCN(c2ccccc2F)CC1 returned CHRM4 PAM 1, M5 PAM -8, M4 antag 6, CHRM1 antagonist 3, CRFR2-BP ag -0.7, M5 ag 2, M4 ag 1, CHRM1 PAM 0 and CHRM5 antagonist 2.
For CN(C)c1ccc(-c2csc(C(C)(O)c3ccc(F)c(F)c3)n2)cc1 (stereo unspecified) the results were CHRM4 PAM -9, M5 PAM -4, M4 antag 5, CHRM1 antagonist 25*, M5 ag -1, M4 ag 4, CHRM1 PAM -13 and CHRM5 antagonist 4.
Screening COc1cccc(N(CC(=O)N2CCCC2)S(C)(=O)=O)c1 returned CHRM4 PAM 2, M5 PAM 4, M4 antag 3, CHRM1 antagonist -15, CRFR2-BP ag -1.2, M5 ag -1, M4 ag 0, CHRM1 PAM 8 and CHRM5 antagonist 17.
For COc1ccc(OC)c(NC(=O)CSc2nc3[nH]c(=O)[nH]c(=O)c3s2)c1 the results were CHRM4 PAM 4, M5 PAM 1, M4 antag -5, CHRM1 antagonist -1, CRFR2-BP ag 0.6, M5 ag 4, M4 ag 1, CHRM1 PAM 9 and CHRM5 antagonist 6.
CCn1nnc(NC(=O)CSc2ccc(Cl)cc2)n1 was read as CHRM4 PAM -1, M5 PAM -4, M4 antag -2, CHRM1 antagonist 4, CRFR2-BP ag -0.1, M5 ag -2, M4 ag 0, CHRM1 PAM -6 and CHRM5 antagonist 5.
Screening O=C(COc1ccc([N+](=O)[O-])cc1)NNC(=O)Nc1ccc([N+](=O)[O-])cc1 returned CHRM4 PAM -1, M5 PAM -3, M4 antag -2, CHRM1 antagonist 4, CRFR2-BP ag 10, M5 ag -6, M4 ag 1, CHRM1 PAM 2 and CHRM5 antagonist 18.
`CCCc1cc(C(=O)Nc2ccc(OC)cc2[N+](=O)[O-])cs1` gave CHRM4 PAM -1, M5 PAM -3, M4 antag -4, CHRM1 antagonist 6, CRFR2-BP ag -1.9, M5 ag -3, M4 ag 2, CHRM1 PAM -1 and CHRM5 antagonist 8.
For Cc1ccc(C)c(NC(=O)C2CC3CCC2C3)c1 (stereo unspecified) the results were CHRM4 PAM 0, M5 PAM -1, M4 antag 4, CHRM1 antagonist 9, CRFR2-BP ag -0.4, M5 ag -3, M4 ag -1, CHRM1 PAM -3 and CHRM5 antagonist 11.
C/C(=N\Nc1ccc([N+](=O)[O-])cc1)c1ccc(N2CCOCC2)cc1 was read as CHRM4 PAM 14, M5 PAM -4, M4 antag 8, CHRM1 antagonist 5, CRFR2-BP ag 13, M5 ag -2, M4 ag 1, CHRM1 PAM -1 and CHRM5 antagonist 5.
Screening COc1ccc(-n2ncc3c(=O)n(CC(=O)N(C(C)C)C(C)C)cnc32)cc1 returned CHRM4 PAM -6, M5 PAM -3, M4 antag 0, CHRM1 antagonist 10, CRFR2-BP ag 1.1, M5 ag -6, M4 ag 1, CHRM1 PAM -1 and CHRM5 antagonist 14.
Screening CN(C)S(=O)(=O)c1ccc2c(c1)nc(CCC(=O)NCc1ccc(Cl)cc1)n2C returned CHRM4 PAM 4, M5 PAM 4, M4 antag -9, CHRM1 antagonist -6, CRFR2-BP ag -0.3, M5 ag -2, M4 ag 4, CHRM1 PAM 8 and CHRM5 antagonist 4.
`CCNCCOC(c1ccccc1)c1ccccc1` gave CHRM4 PAM -19, M5 PAM -17, M4 antag 22, CHRM1 antagonist 26*, CRFR2-BP ag 3.4, M5 ag -7, M4 ag 0, CHRM1 PAM -25 and CHRM5 antagonist 23.
For COc1ccc(NC(=O)N(C)C[C@H]2Oc3c(NC(=O)NC(C)C)cccc3C(=O)N([C@H](C)CO)C[C@@H]2C)cc1 the results were CHRM4 PAM 12, M5 PAM 6, M4 antag -12, CHRM1 antagonist -15, CRFR2-BP ag -0.5, M5 ag 4, M4 ag 3, CHRM1 PAM 21 and CHRM5 antagonist -7.
O=C(COc1ccc(Cl)cc1Cl)NC(=O)N1CCCCC1 was read as CHRM4 PAM 7, M5 PAM 1, M4 antag 4, CHRM1 antagonist -12, CRFR2-BP ag 1.1, M5 ag 1, M4 ag 1, CHRM1 PAM 5 and CHRM5 antagonist -4.
Screening CCOc1ccc(S(=O)(=O)N(CC)CC(=O)NC2CCS(=O)(=O)C2)cc1 (stereo unspecified) returned CHRM4 PAM 6, M5 PAM -6, M4 antag -6, CHRM1 antagonist -1, CRFR2-BP ag -0.9, M5 ag 1, M4 ag 2, CHRM1 PAM 11 and CHRM5 antagonist 11.
CCCCCCc1cc2cc(S(=O)(=O)c3ccc(F)cc3)c(=O)oc2cc1O was read as CHRM4 PAM -6, M5 PAM -5, M4 antag 2, CHRM1 antagonist 14, CRFR2-BP ag 54*, M5 ag 1, M4 ag 1, CHRM1 PAM -5 and CHRM5 antagonist -2.
Cc1ccc(S(=O)(=O)c2cc(O)ccc2O)cc1C was read as CHRM4 PAM -1, M5 PAM -1, M4 antag -4, CHRM1 antagonist 7, CRFR2-BP ag -0.8, M5 ag 2, M4 ag 1, CHRM1 PAM -10 and CHRM5 antagonist 1.
CCOC(=O)c1c(C)[nH]c(C(=O)OCC(=O)c2ccccc2)c1C was read as CHRM4 PAM 0, M5 PAM 0, M4 antag -3, CHRM1 antagonist -3, CRFR2-BP ag -0.9, M5 ag -4, M4 ag 4, CHRM1 PAM -1 and CHRM5 antagonist 5.
Screening Cc1ccc(C(=O)O/N=C(\N)c2ccccn2)cc1C returned CHRM4 PAM 3, M5 PAM 5, M4 antag 5, CHRM1 antagonist -14, CRFR2-BP ag -0.8, M5 ag 5, M4 ag 0, CHRM1 PAM 14 and CHRM5 antagonist 0.
Screening COc1ccc(C(=O)Oc2ccc(C)cc2)cc1S(=O)(=O)N1CCOCC1 returned CHRM4 PAM -8, M5 PAM -3, M4 antag -21, CHRM1 antagonist -9, CRFR2-BP ag -2.0, M5 ag 1, M4 ag 12, CHRM1 PAM 0 and CHRM5 antagonist 3.
COc1cccc2c1cc1c(=O)n(CC(=O)N3CCCCCC3)nc(C)n12 was read as CHRM4 PAM 3, M5 PAM 0, M4 antag -1, CHRM1 antagonist 0, CRFR2-BP ag 1.3, M5 ag -2, M4 ag 1, CHRM1 PAM 0 and CHRM5 antagonist -1.
Screening CCOC(=O)C1(Cc2cccc(F)c2)CCN(C(=O)C2CCC2)CC1 returned CHRM4 PAM 5, M5 PAM 10, M4 antag -9, CHRM1 antagonist 26, CRFR2-BP ag -5.0, M5 ag 1, M4 ag 1, CHRM1 PAM -6 and CHRM5 antagonist 5.
For O=C(C1CC(=O)N(c2ccc(F)cc2)C1)N1CCCCCC1 (stereo unspecified) the results were CHRM4 PAM 9, M5 PAM -1, M4 antag -8, CHRM1 antagonist -5, CRFR2-BP ag 0.1, M5 ag -3, M4 ag 0, CHRM1 PAM 8 and CHRM5 antagonist 10.
`COc1cccc(Nc2nc(-c3sc(NC(=O)CC(C)C)nc3C)cs2)c1` gave CHRM4 PAM 3, M5 PAM 1, M4 antag -1, CHRM1 antagonist -3, CRFR2-BP ag -1.6, M5 ag 0, M4 ag 1, CHRM1 PAM 3 and CHRM5 antagonist -2.
CC(=O)c1cccc(-c2ccnc3c2CC(C(=O)N2CCN(C)CC2)O3)c1 (stereo unspecified) was read as CHRM4 PAM 2, M5 PAM -4, M4 antag -6, CHRM1 antagonist 0, M5 ag -1, M4 ag 1, CHRM1 PAM -1 and CHRM5 antagonist 6.
For C/C(=N\NC(=O)c1nnn(-c2nonc2N)c1-c1cccs1)c1cccc(O)c1 the results were CHRM4 PAM 7, M5 PAM 0, M4 antag -1, CHRM1 antagonist -10, CRFR2-BP ag -1.3, M5 ag 4, M4 ag 4, CHRM1 PAM 9 and CHRM5 antagonist -3.
For CCOC(=O)N1CCC(c2cc(=O)n3[nH]c(-c4ccccc4)cc3n2)CC1 the results were CHRM4 PAM -1, M5 PAM -4, M4 antag 0, CHRM1 antagonist -7, CRFR2-BP ag -0.9, M5 ag 3, M4 ag 0, CHRM1 PAM 5 and CHRM5 antagonist 3.
For Cc1ccn2c(Nc3ccccc3)c(-c3ccccn3)nc2c1 the results were CHRM4 PAM -3, M5 PAM 2, M4 antag -12, CHRM1 antagonist -5, CRFR2-BP ag 0.7, M5 ag -13, M4 ag 1, CHRM1 PAM -5 and CHRM5 antagonist 0.
Cc1cccc(OCC(=O)N2CCN(S(C)(=O)=O)CC2)c1 was read as CHRM4 PAM 3, M5 PAM -7, M4 antag 4, CHRM1 antagonist -5, CRFR2-BP ag -0.1, M5 ag -3, M4 ag 0, CHRM1 PAM 3 and CHRM5 antagonist 9.
Screening O=C(CCCOc1ccccc1)NNC(=O)c1ccncc1 returned CHRM4 PAM 0, M5 PAM 9, M4 antag -1, CHRM1 antagonist -9, CRFR2-BP ag 3.9, M5 ag 4, M4 ag 0, CHRM1 PAM 4 and CHRM5 antagonist -5.
Screening CC(C)CC(c1nnnn1CC1CCCO1)N1CCN(Cc2ccc3c(c2)OCO3)CC1 (stereo unspecified) returned CHRM4 PAM 1, M5 PAM -4, M4 antag -5, CHRM1 antagonist -23, CRFR2-BP ag 1.1, M5 ag -2, M4 ag 1, CHRM1 PAM 8 and CHRM5 antagonist 1.
For CN(C)c1ccc2c(=O)[nH][nH]c(=O)c2c1 the results were CHRM4 PAM 0, M5 PAM 2, M4 antag 1, CHRM1 antagonist 4, CRFR2-BP ag -0.2, M5 ag -2, M4 ag 1, CHRM1 PAM 3 and CHRM5 antagonist -1.
For O=C(NCC1CCCO1)C1CCN(S(=O)(=O)c2ccc(Br)cc2)CC1 (stereo unspecified) the results were CHRM4 PAM 1, M5 PAM 4, M4 antag -1, CHRM1 antagonist -6, CRFR2-BP ag -1.3, M5 ag -2, M4 ag 1, CHRM1 PAM 4 and CHRM5 antagonist 1.

Assay outcomes as filed in PubChem.
